TPT1 inh: Candida albicans TPT1 enzyme inhibitors, primary screen, biochemical, fluorescence polarization; tRNA 2'-phosphotransferase TPT1 (Candida albicans SC5314); recombinant caTPT1, FP RNA substrate dephosphorylation; inhibition, % at 5 µM; 0.81% of 300,000 active;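 active means inhibition above the mean of all tested compounds plus 3 SD, set per screening campaign, cut at about 24% in these data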;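 further: plate controls were DMSO alone for no effect and ferristatin control at 100 nM for full effect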
PAFAH2 FP inh: PAFAH2 enzyme inhibitors, primary screen, biochemical, fluorescence polarization, human. Platelet-activating factor acetylhydrolase 2, cytoplasmic (Homo sapiens), Q99487. recombinant PAFAH2, FP-rhodamine activity probe. AID 492956, 2010. 0.99% of 340,000 active. inhibition, % at 3.39 µM;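 active means inhibition above the mean over all tested compounds plus 3 SD, cut at about 30% in these data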;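 further: inhibitors block probe labeling of enzyme so polarization drops; 0% = enzyme with DMSO and 100% = wells lacking PAFAH2 protein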
PP5 primary: PP5 phosphatase inhibitors, primary screen, biochemical, fluorescence | purified PP5c, OMFP substrate fluorescence | inhibition, % at 6.7 µM | 0.18% of 320,000 active;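 active means inhibition above the campaign's mean inhibition across all tested compounds plus 3 SD, cut at about 9.5% in these data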;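 further: 0% = DMSO only and 100% = 100 µM cantharidin control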
PP1 inh: PP1-alpha phosphatase inhibitors, primary screen, counter-screen for PP5 inhibitor project, biochemical, fluorescence, OMFP substrate, single point. 0.9% of 320,000 active. purified PP1alpha. AID 2235, 2010. inhibition, % at 6.7 µM;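 active means inhibition above the mean inhibition of all tested compounds plus 3 SD, computed separately for each screening campaign, cut at about 15% in these data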
proCasp3 act: activators of human procaspase-3 D3A mutant, primary screen, biochemical, absorbance, PC-3 D3A mutant, single concentration; Caspase-3 (Homo sapiens), P42574; recombinant procaspase-3 D3A, Ac-DEVD-pNA absorbance 405 nm; activation, % at 8.5 µM; 0.11% of 330,000 active;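 active means activation above the mean of all tested compounds plus 3 SD, cut at about 21% in these data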;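 further: 0% = DMSO alone and 100% = DMSO wells spiked with extra 5 µM PC-3 D3A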
Target sequence (P42574 whole entry D9A/D28A/D175A): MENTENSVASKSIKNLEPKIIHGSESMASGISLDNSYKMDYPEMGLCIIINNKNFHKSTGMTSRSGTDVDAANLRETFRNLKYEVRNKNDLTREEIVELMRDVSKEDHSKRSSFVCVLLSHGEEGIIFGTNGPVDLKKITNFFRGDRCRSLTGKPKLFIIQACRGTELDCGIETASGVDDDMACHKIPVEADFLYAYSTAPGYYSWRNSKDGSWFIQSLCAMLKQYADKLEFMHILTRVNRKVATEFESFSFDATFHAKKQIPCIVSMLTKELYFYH
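Evaluation: percent activation relative to control range; Material: Procaspase-3 D3A mutant, all three cleavage aspartates alanine; Compound: single dose, 8.5 µM nominal compound, 0.8% DMSO; Replication: one well per compound; Signal: absorbance at 405 nm, 0 and 120 min; Schedule: 1 h preincubation plus 2 h reaction at 25 °C.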
Fh CTSL1 inh: Fasciola hepatica cathepsin L1 inhibitors, primary screen, counter-screen for PFM18AAP inhibitor project, biochemical, QFRET, fluorogenic peptide substrate. recombinant F. hepatica cathepsin L1, Z-Leu-Arg-MCA fluorescence. inhibition, % at 5.96 µM. 0.49% of 300,000 active;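 active means inhibition above the mean of all tested compounds plus 3 SD, set per screening campaign, cut at about 17% in these data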;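 further: 0% = plate median of test compound wells and 100% = 1 µM Z-Phe-Ala-diazomethylketone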
AHR act: AHR activators, primary screen, cell-based, luminescence, luciferase reporter, human; Aryl hydrocarbon receptor (Homo sapiens), P35869; AHR-responsive luciferase reporter cells; activation, % at 5 µM; 2.5% of 320,000 active; AID 2796, 2010; in the data active means activation above about 47%;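 further: 0% = vehicle wells and 100% = reference agonist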
Target sequence (P35869 whole entry, looked up): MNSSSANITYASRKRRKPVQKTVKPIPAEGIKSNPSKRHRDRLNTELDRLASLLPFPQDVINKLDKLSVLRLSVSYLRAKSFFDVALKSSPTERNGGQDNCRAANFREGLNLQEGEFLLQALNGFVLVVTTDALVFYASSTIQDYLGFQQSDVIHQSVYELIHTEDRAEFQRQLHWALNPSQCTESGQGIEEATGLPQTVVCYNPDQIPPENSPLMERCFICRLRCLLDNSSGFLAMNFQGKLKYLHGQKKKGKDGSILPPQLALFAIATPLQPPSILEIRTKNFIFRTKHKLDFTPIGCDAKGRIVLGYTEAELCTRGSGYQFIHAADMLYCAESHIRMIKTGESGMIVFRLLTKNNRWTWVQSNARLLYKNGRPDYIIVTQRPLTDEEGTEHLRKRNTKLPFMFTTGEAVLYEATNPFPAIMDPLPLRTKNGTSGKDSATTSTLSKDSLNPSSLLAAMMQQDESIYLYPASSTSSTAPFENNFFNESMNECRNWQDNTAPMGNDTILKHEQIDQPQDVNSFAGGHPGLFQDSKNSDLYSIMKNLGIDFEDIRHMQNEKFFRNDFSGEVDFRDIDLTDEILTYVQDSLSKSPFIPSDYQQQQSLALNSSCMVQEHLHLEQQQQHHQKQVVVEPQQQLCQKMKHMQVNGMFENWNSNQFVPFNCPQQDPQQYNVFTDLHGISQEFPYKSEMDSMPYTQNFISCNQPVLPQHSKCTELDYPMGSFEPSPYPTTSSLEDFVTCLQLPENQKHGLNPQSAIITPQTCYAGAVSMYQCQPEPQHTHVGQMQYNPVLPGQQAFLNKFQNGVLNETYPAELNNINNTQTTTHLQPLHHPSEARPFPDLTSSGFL
procasp7 counter: procaspase-7 activators, primary screen, counter-screen for procaspase-3 activator project, biochemical, absorbance, HTS, human; Caspase-7 (Homo sapiens), P55210; recombinant procaspase-7, Ac-DEVD-pNA absorbance 405 nm; D23A/D198A/D206A triple mutant, cannot self-cleave; scale: DMSO 0, 5 µM enzyme 100; activation, % at 8.5 µM; 0.093% of 330,000 active; AID 463210, 2010;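 active means percent activation above the screen-wide mean plus 3 SD, cut at about 25% in these data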
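Assay system: Uncleavable procaspase-7 mutant enzyme / Input: 2 µM procaspase-7 mutant as dispensed / Dosing: single nominal 8.5 µM compound dose, 0.8% DMSO final / Timing: 1 h enzyme–compound preincubation and 2 h substrate reaction, both 25 °C / Detection: p-Nitroaniline absorbance at 405 nm, read at 0 and 120 min / Replication: singlicate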
HCV core dimer: inhibitors of HCV core protein dimerization, primary screen, biochemical, TR-FRET, high-throughput; TR-FRET GST/Flag-core106 dimerization, 1536-well; inhibition, % at 5 µM; 0.33% of 300,000 active; AID 1899, 2009;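 active means inhibition above the mean of all tested compounds plus 3 SD, set per screening campaign, cut at about 45% in these data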
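System – GST-tagged and Flag-tagged HCV core protein residues 1-106 · Repeats – one well for each compound · Technique – TR-FRET 671 and 617 nm emission · Doses – one concentration, 5 µM, in 0.5% DMSO · Times – 4 h, 22.5 °C incubation · Also added – Eu donor and XL665 acceptor anti-tag antibodies · Measure – percent inhibition of core106 dimerization signal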
An asterisk follows results filed as active. The order is random. About 5.6% of those tested had a hit in this group.

For CCCC(=O)N1CCN(c2ccc(NC(=O)c3ccc(Br)o3)cc2)CC1 the results were TPT1 inh -2, PAFAH2 FP inh -4, PP5 primary 2.3, PP1 inh -1, proCasp3 act 3, Fh CTSL1 inh -2, AHR act -5, procasp7 counter 0 and HCV core dimer -6.
For COc1ccc2cc(-c3nc4ccccc4n3C)c(=O)oc2c1 the results were TPT1 inh 1, PAFAH2 FP inh 3, PP5 primary 3.5, PP1 inh 0, proCasp3 act 11, Fh CTSL1 inh 4, AHR act 9, procasp7 counter 2 and HCV core dimer 5.
For CCc1noc(C)c1C(=O)Nc1ccccc1N1CCOCC1 the results were TPT1 inh 1, PAFAH2 FP inh 7, PP5 primary 1.1, PP1 inh -7, proCasp3 act 5, Fh CTSL1 inh -3, AHR act 9, procasp7 counter 6 and HCV core dimer -6.
Screening S=c1[nH]nc(C2CCCCC2)n1/N=C/c1ccccc1Br returned TPT1 inh -1, PAFAH2 FP inh 9, PP5 primary 1.4, PP1 inh 5, proCasp3 act -9, Fh CTSL1 inh -11, AHR act 0, procasp7 counter -16 and HCV core dimer 2.
Cc1nn2c(-c3cccc(NC(=O)CN4CCOCC4)c3)nnc2c2ccccc12 was read as TPT1 inh 2, PP5 primary -0.4, PP1 inh 0, proCasp3 act -1, Fh CTSL1 inh 3, AHR act -3, procasp7 counter -4 and HCV core dimer 8.
For Cc1oc2c(c1C(=O)O)C(=O)c1ccccc1C2=O the results were TPT1 inh -7, PAFAH2 FP inh 4, PP5 primary 2.4, PP1 inh -2, proCasp3 act 1, Fh CTSL1 inh 2, AHR act 11, procasp7 counter 8 and HCV core dimer -8.
For COc1ccc(-c2nnn(CC(=O)N(CCO)C(C(=O)NC3CCCC3)c3ccncc3)n2)cc1 (stereo not drawn) the results were TPT1 inh -4, PP5 primary 2.2, PP1 inh -3, proCasp3 act -4, Fh CTSL1 inh 1, AHR act 7, procasp7 counter -6 and HCV core dimer -2.
For Cc1ccc(NC(=O)COC(=O)/C=C/c2cccs2)c(C)c1 the results were TPT1 inh -2, PAFAH2 FP inh 56*, PP5 primary 1.4, PP1 inh -2, proCasp3 act 5, Fh CTSL1 inh 1, AHR act -1, procasp7 counter -10 and HCV core dimer 7.
`COc1cc2c(c(OC)c1OC)-c1c(cc3c(c1OC)OCO3)C1OC2[C@@H](C)[C@H]1C` (stereo partly drawn) gave TPT1 inh -7, PAFAH2 FP inh 1, PP5 primary 1.5, PP1 inh 0, proCasp3 act -6, Fh CTSL1 inh 2, AHR act 7, procasp7 counter 3 and HCV core dimer -5.
For COc1ccc(C(C)(C)C)cc1NC(=O)COC(=O)C1=NNC(=O)CC1 the results were PAFAH2 FP inh 2, PP5 primary -1.2, PP1 inh -5, proCasp3 act 6, AHR act 1 and procasp7 counter -1.
`CCCC(=O)Nc1nnc(SCC(=O)Nc2nc(C)cs2)s1` gave TPT1 inh 2, PAFAH2 FP inh -5, PP5 primary -0.3, PP1 inh -4, proCasp3 act 11, Fh CTSL1 inh -1, AHR act 2, procasp7 counter 7 and HCV core dimer -3.
Screening Cc1cccc(OCC(=O)OCC(=O)c2c(N)n(C)c(=O)n(C)c2=O)c1C returned TPT1 inh -1, PAFAH2 FP inh -4, PP5 primary 5.2, PP1 inh -6, proCasp3 act -5, Fh CTSL1 inh -9, AHR act 1, procasp7 counter 10 and HCV core dimer -5.
Screening COc1ccc(NS(=O)(=O)c2cc(NC(=O)c3nc4nc(C)cc(C)n4n3)ccc2C)cc1 returned TPT1 inh 2, PAFAH2 FP inh 1, PP5 primary 0.9, PP1 inh 2, proCasp3 act 3, Fh CTSL1 inh -2, AHR act 1, procasp7 counter 8 and HCV core dimer 5.
`O=c1c2[nH]c3ccccc3c2ncn1CCN1CCNCC1` gave TPT1 inh -2, PAFAH2 FP inh -4, PP5 primary -0.8, PP1 inh -1, proCasp3 act -3, Fh CTSL1 inh -2, AHR act 19, procasp7 counter 3 and HCV core dimer 2.
CC(C)CC(=O)Nc1sc2c(c1C(=O)O)CCCCC2 was read as TPT1 inh 2, PAFAH2 FP inh 1, PP5 primary -2.4, PP1 inh 2, proCasp3 act 1, Fh CTSL1 inh 4, AHR act 2, procasp7 counter -2 and HCV core dimer 1.
Screening Cc1ccc(NC2=C(Cl)C(=O)OC2NC(=O)c2ccccc2)cc1 (stereo not drawn) returned TPT1 inh 4, PAFAH2 FP inh 4, PP5 primary 4.1, PP1 inh -3, proCasp3 act 4, Fh CTSL1 inh 3, AHR act 3, procasp7 counter -7 and HCV core dimer -4.
For COc1c(C)cc(C(=O)C2CCCN(C(=O)c3cccc(F)c3)C2)cc1C (stereo not drawn) the results were TPT1 inh 3, PAFAH2 FP inh 1, PP5 primary -0.6, PP1 inh -1, proCasp3 act -5, Fh CTSL1 inh 7, AHR act 1, procasp7 counter 3 and HCV core dimer 1.
COc1ccc(CN2CCN(C(=O)Cn3nc(C(=O)O)c4ccccc4c3=O)CC2)cc1F was read as TPT1 inh -1, PAFAH2 FP inh 2, PP5 primary 1.5, PP1 inh 1, proCasp3 act 7, Fh CTSL1 inh -3, AHR act 0, procasp7 counter 0 and HCV core dimer 3.
`COc1cccc(N2C(=NC(=O)C3CCCO3)SC3CS(=O)(=O)CC32)c1` (stereo not drawn) gave TPT1 inh -1, PAFAH2 FP inh -9, PP5 primary -2.5, PP1 inh -3, proCasp3 act 7, Fh CTSL1 inh 5, AHR act 1, procasp7 counter 8 and HCV core dimer -7.
COc1ccc(C2C(C(=O)N3CCOCC3)c3ccccc3C(=O)N2c2ccc(OC)cc2)cc1 (stereo not drawn) was read as TPT1 inh -1, PAFAH2 FP inh -1, PP5 primary 0.1, PP1 inh -5, proCasp3 act 1, Fh CTSL1 inh -4, AHR act 0, procasp7 counter -2 and HCV core dimer 3.

Overlap with the part before: three entries, then new ones.
COc1ccc(CN2CCN(C(=O)Cn3nc(C(=O)O)c4ccccc4c3=O)CC2)cc1F was read as TPT1 inh -1, PAFAH2 FP inh 2, PP5 primary 1.5, PP1 inh 1, proCasp3 act 7, Fh CTSL1 inh -3, AHR act 0, procasp7 counter 0 and HCV core dimer 3.
`COc1cccc(N2C(=NC(=O)C3CCCO3)SC3CS(=O)(=O)CC32)c1` (stereo not drawn) gave TPT1 inh -1, PAFAH2 FP inh -9, PP5 primary -2.5, PP1 inh -3, proCasp3 act 7, Fh CTSL1 inh 5, AHR act 1, procasp7 counter 8 and HCV core dimer -7.
COc1ccc(C2C(C(=O)N3CCOCC3)c3ccccc3C(=O)N2c2ccc(OC)cc2)cc1 (stereo not drawn) was read as TPT1 inh -1, PAFAH2 FP inh -1, PP5 primary 0.1, PP1 inh -5, proCasp3 act 1, Fh CTSL1 inh -4, AHR act 0, procasp7 counter -2 and HCV core dimer 3.
Screening Cc1ccc(S(=O)(=O)/C(C#N)=C/c2c(N3CCN(C)CC3)nc3ccccn3c2=O)cc1 returned TPT1 inh -5, PAFAH2 FP inh 3, PP5 primary 5.1, PP1 inh 3, proCasp3 act 6, Fh CTSL1 inh 2, AHR act 0, procasp7 counter -5 and HCV core dimer -6.
CC(=NNC(=O)c1cc(C)oc1C)c1ccc(Br)s1 was read as PAFAH2 FP inh -4, proCasp3 act 7, AHR act 31 and procasp7 counter 7.
`O=C(Nc1ccc2c(c1)OCCO2)C1CCN(C(=O)c2ccc([N+](=O)[O-])cc2)CC1` gave TPT1 inh 1, PAFAH2 FP inh 3, PP5 primary 1.6, PP1 inh 1, proCasp3 act 7, Fh CTSL1 inh 0, AHR act -2, procasp7 counter -2 and HCV core dimer -5.
For Cc1ccc(N(C(=O)CCC(=O)Nc2cc(C)on2)C(C(=O)NC2CCCC2)c2ccncc2)cc1 (stereo not drawn) the results were TPT1 inh 1, PAFAH2 FP inh -5, PP5 primary -0.8, PP1 inh 0, proCasp3 act 1, Fh CTSL1 inh -1, AHR act 4, procasp7 counter 0 and HCV core dimer 0.
For COC(=O)C1=C(C)N(CCCC(=O)O)C(=O)NC1c1ccc([N+](=O)[O-])cc1 (stereo not drawn) the results were TPT1 inh 0, PAFAH2 FP inh 6, PP5 primary 2.1, PP1 inh 1, proCasp3 act 8, Fh CTSL1 inh 0, AHR act -2, procasp7 counter -1 and HCV core dimer 3.
For c1ccc(-n2ncc3c(N4CCN(c5ccccn5)CC4)nc(N4CCCCCC4)nc32)cc1 the results were TPT1 inh 1, PAFAH2 FP inh -2, PP5 primary 0.8, PP1 inh 2, proCasp3 act 9, Fh CTSL1 inh 1, AHR act -2, procasp7 counter 6 and HCV core dimer 0.
Screening O=C(c1cccs1)N1CCN(c2nc3ccccc3s2)CC1 returned TPT1 inh -3, PAFAH2 FP inh 5, PP5 primary 2.0, PP1 inh -2, proCasp3 act 0, Fh CTSL1 inh -7, AHR act -2, procasp7 counter 7 and HCV core dimer 8.
CCN(C[C@H]1N[C@@](CC)(C(=O)OC)[C@H]2C(=O)N(C)C(=O)[C@@H]12)C(=O)c1ccc(F)cc1 was read as PAFAH2 FP inh 5, proCasp3 act 6, AHR act -1 and procasp7 counter -4.
Screening C=CCOc1ccccc1CN1CCC(CO)(CCOc2ccccc2)CC1 returned TPT1 inh -4, PAFAH2 FP inh 6, PP5 primary 0.9, PP1 inh 0, proCasp3 act 3, Fh CTSL1 inh 2, AHR act 2, procasp7 counter 14 and HCV core dimer 1.
For CN(C)C(=O)c1cc(C(=O)c2ccccc2)c[nH]1 the results were TPT1 inh -3, PAFAH2 FP inh 1, PP5 primary -1.3, PP1 inh 1, proCasp3 act 6, Fh CTSL1 inh 3, AHR act 2, procasp7 counter 1 and HCV core dimer -5.
`COc1ccc(S(N)(=O)=O)cc1C(=O)N1CCCC1` gave TPT1 inh 0, PAFAH2 FP inh 8, PP5 primary -0.5, PP1 inh -2, proCasp3 act -8, Fh CTSL1 inh 0, AHR act 0, procasp7 counter 11 and HCV core dimer -4.
`COc1ccc(/C=N/N2C(=O)C3C4C=CC(CC4)C3C2=O)c(OC)c1` (stereo not drawn) gave TPT1 inh -3, PAFAH2 FP inh -3, PP5 primary 2.5, PP1 inh 0, proCasp3 act 2, Fh CTSL1 inh -3, AHR act -2, procasp7 counter -3 and HCV core dimer -12.
Screening COc1cccc(CN(CC(=O)NCc2ccco2)C(=O)CNS(=O)(=O)c2ccccc2)c1 returned TPT1 inh 1, PAFAH2 FP inh -3, PP5 primary 0.3, PP1 inh 5, proCasp3 act 4, Fh CTSL1 inh 0, AHR act -4, procasp7 counter 10 and HCV core dimer 9.
